Wnt bcat act – activates Wnt/beta-catenin signaling in a reporter cell assay | activation, % at 9.35 µM | activator, plate reader | 300,000 compounds, 1.2% hits; in the data active = activation above about 30%, passing the limit was not always enough;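 also: 0% = neutral control wells and 100% = positive control wells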
phage Ecoli inh – E. coli growth loss with phage present. growth absorbance. inhibition, % at 11.9 µM. 360,000 compounds, 0.26% hits; in the data active = inhibition above about 11%
Active calls of the source: *. Not all compounds are listed, so the mix of outcomes need not match the whole.

SMILES | Wnt bcat act | phage Ecoli inh
O=C(C1CCCCC1)N1C[C@H](n2cc(C3CC3)nn2)[C@@H](O)C[C@@H]1c1ccc(Cl)cc1 | 0 | 1.5
CC1(c2nnnn2-c2ccc3c(c2)OCCO3)CCC(=O)N1CCc1ccccc1F (stereo not drawn) | -8 | 2.4
COc1cc(OC)cc(C(=O)NNC(=O)C2CCC2)c1 | 0 | 1.4
Cn1c(=O)c2cc(NC(=O)Nc3cccnc3)ccc2n1Cc1ccc(Cl)cc1 | -2 | 2.6
CS(=O)(=O)c1ccc(-c2csc(C(O)(c3ccccc3)C(F)(F)F)n2)cc1 (stereo not drawn) | -3 | 1.1
O=C1NC[C@@H](CCCCN2C[C@H](Cc3ccc(O)cc3)N(CC3CCCCC3)C(=O)C2=O)N(CCc2ccccc2)C1=O | -1 | -0.9
O=C(NC1CCCC1)C1c2ccccc2OCC(=O)N1CCCN1CCOCC1 (stereo not drawn) | 6 | 0.6
COC(=O)c1ccc2nc(C3CCCCC3)c(Cc3ccc(C)cc3)n2c1 | 0 | 0.4
O=C(O)c1ccc(CN2C[C@@H](CO)O[C@@H](n3cnc4c(NCc5ccc(F)cc5)ncnc43)C2)cc1 | -3 | 3.0
Cc1c(C(=O)NCc2cccc(C(F)(F)F)c2)sc(=O)n1Cc1cccc(F)c1 | -1 | 2.3
O=C(c1[nH]c(C(F)(F)F)nc1-c1ccccc1)N1CCOCC1 | 2 | 2.4
COc1cccc(C=Cc2nccc3ccccc23)c1OC | 59* | 1.2
O=S1(=O)C[C@H](N2CC[C@@H](O)C2)[C@@H](COCc2ccccc2)N1 | -1 | 1.2
OC(c1ccc2ccccc2c1)c1ncc(-c2ccc(C(F)(F)F)cc2)[nH]1 (stereo not drawn) | -3 | 0.1
c1ccc(NN(Cc2ccncc2)c2ccccc2)cc1 | -5 | 2.2
O=C(CCNC(=O)N1CC(=O)Nc2ccccc21)NCc1ccccc1Cl | 4 | 6.5
CCc1nc2c(OCCOC)cccn2c1N(C)C(=O)c1ccc(C)cc1 | -2 | 3.8
CCc1ccc([C@@H]2C[C@H]3[C@@H](CN2S(=O)(=O)c2ccc(C)cc2)C(=O)C[C@@H](c2ccc(C)cc2)N3S(=O)(=O)c2ccc(C)cc2)cc1 | -2 | -0.6
CN1OC[C@@H]2CN(S(=O)(=O)c3cc(Cl)cc(Cl)c3)[C@H](c3ccc(-c4ccc(C#N)cc4)cc3)C[C@@H]21 | -1 | -1.4
O=C(NCC1CCOCC1)C1Cc2c(-c3ccccc3Oc3ccccc3)ccnc2O1 (stereo not drawn) | -1 | -1.6
CCCCNC(=O)C[C@H]1C[C@@]2(C(=O)OC)C(=C[C@H](C(C)(C)C)O[C@@H]2C)N(Cc2ccccc2)C1=O | -1 | 2.6
CC1(C)CC(=O)C2=C(C1)OC1=C(C(=O)CC(C)(C)C1)C2c1cccc([N+](=O)[O-])c1 | -1 | 0.5
CC1=C(C(=O)N2CCOCC2)CC(CC(=O)NCCc2ccccn2)C(=O)N1Cc1ccc(C(C)(C)C)cc1 (stereo not drawn) | -1 | 2.5
CC(C)n1c(=O)c2ccccc2n1Cc1cn(Cc2cccs2)nn1 | -2 | 1.5
OC[C@@H]1CN(Cc2ccc3c(c2)OCO3)C[C@H](n2cnc3c(NC4CCC4)ncnc32)O1 | -3 | 0.6

More structures:
SMILES | Wnt bcat act | phage Ecoli inh
CCCS(=O)(=O)NC(=O)C1(C)CCN(C(=O)c2oc3ccccc3c2C)C1 (stereo not drawn) | -1 | 0.8
O=C(NC(c1ccc(-c2ccccc2)cc1)c1cnccn1)C1CCN(CCOc2ccc(F)cc2)CC1 (stereo not drawn) | -7 | 0.8
COC(=O)[C@@]1(Cc2ccc(F)cc2)[C@H]2c3cc(C(=O)N(C)C)n(CCc4c[nH]c5ccc(OC)cc45)c3C[C@H]2CN1C(=O)c1ccccc1 | -2 | 3.6
O=[N+]([O-])c1ccccc1S(=O)NCc1c(Cl)cccc1Cl (stereo not drawn) | 0 | 2.6
COc1cccc(-c2cnc3c(NC(C)=O)cc(-c4ccc(C(=O)NC5CC5)cc4)cn23)c1 | 0 | 1.9
COc1cc(C(O)c2nc(-c3cccc(NC(C)=O)c3)cs2)ccc1F (stereo not drawn) | -1 | 4.6
O=C(NC(CC1=CCCCC1)c1ccc2ccccc2c1)C(F)(F)F (stereo not drawn) | -1 | 3.3
CCCCN1C(=O)C(CC(=O)NCc2cccs2)CC(C(=O)N(C(C)C)C(C)C)=C1C (stereo not drawn) | -1 | 1.7
COC(=O)[C@]12CCCCC=C1N(Cc1ccc3c(c1)OCO3)C(=O)[C@H](CC(=O)NCc1ccc(OC)c(OC)c1)C2 | -5 | -1.6
COc1ccc(C=C2Cc3ccccc3C2=O)cc1 | -2 | 1.6
O=C(Nc1cccnc1)C1Cc2c(-c3cccc(F)c3)ccnc2O1 (stereo not drawn) | 0 | -0.2
CC1=C(C(=O)N2CCCCCC2)CC(CC(=O)NCCc2ccccn2)C(=O)N1CCC1=CCCCC1 (stereo not drawn) | -2 | 2.4
CCCNC(=O)c1cc(C2CCCCN2C(=O)CCc2ccccc2)on1 (stereo not drawn) | -1 | 0.9
Nc1ccn([C@@H]2O[C@H](CNC(=O)[C@@H](N)CSCc3ccccc3)[C@@H](O)[C@H]2O)c(=O)n1 | -2 | -2.9
O=C(C[C@H]1CC[C@@H]2[C@H](COC[C@@H](O)CN2C(=O)C2CC2)O1)NCc1ccccc1Cl | -1 | 1.8
COc1ccc(-c2ccccc2C2=CC(=O)CC(C)(C)C2=O)cc1 | -2 | 3.5
O=c1c2ccccc2on1-c1ccccc1 | 10 | 4.3
CC1Cc2[nH]c(=S)[nH]c(=O)c2C(C)O1 (stereo not drawn) | -1 | 0.5
O=C1CC2c3cc(-c4cc5ccccc5o4)ccc3CCN2C(=O)CN1Cc1ccccc1 (stereo not drawn) | -1 | 1.7
CCOC(=O)c1ccc(O)c(-n2cc3c(c2-c2ccccc2)c(=O)n(C)c(=O)n3C)c1 | -2 | 2.5
Cc1cc(C)cc(Cn2cc(CN3CC(N4CCN(Cc5ccccc5F)CC4)CS3(=O)=O)nn2)c1 (stereo not drawn) | -2 | 1.2
COC(=O)c1ccc2nc(-c3cccc(Cl)c3)c(CC3CCCCC3)n2c1 | 9 | 0.1
O=C(Cc1ccc(NC(=O)C2CCN(C(=O)C3CCCC3)CC2)cc1)Nc1cccc(C(=O)N2CCCC2)c1 | -2 | 1.6
CCOC(=O)[C@]12CCCC=C1N(CCC1=CCCCC1)C(=O)[C@H](CC(=O)NCC1CCCCC1)C2 | -5 | 2.4
Cc1cccc(C)c1-n1nnnc1C(c1ccnc2ccccc12)N1CCN(c2ccccc2F)CC1 (stereo not drawn) | 0 | 1.3

Reformatted as comma-separated lines: part of the list above
structure,Wnt bcat act,phage Ecoli inh
COC(=O)[C@]12CCCCC=C1N(Cc1ccc3c(c1)OCO3)C(=O)[C@H](CC(=O)NCc1ccc(OC)c(OC)c1)C2,-5,-1.6
COc1ccc(C=C2Cc3ccccc3C2=O)cc1,-2,1.6
O=C(Nc1cccnc1)C1Cc2c(-c3cccc(F)c3)ccnc2O1 (stereo not drawn),0,-0.2
CC1=C(C(=O)N2CCCCCC2)CC(CC(=O)NCCc2ccccn2)C(=O)N1CCC1=CCCCC1 (stereo not drawn),-2,2.4
CCCNC(=O)c1cc(C2CCCCN2C(=O)CCc2ccccc2)on1 (stereo not drawn),-1,0.9
Nc1ccn([C@@H]2O[C@H](CNC(=O)[C@@H](N)CSCc3ccccc3)[C@@H](O)[C@H]2O)c(=O)n1,-2,-2.9
O=C(C[C@H]1CC[C@@H]2[C@H](COC[C@@H](O)CN2C(=O)C2CC2)O1)NCc1ccccc1Cl,-1,1.8
COc1ccc(-c2ccccc2C2=CC(=O)CC(C)(C)C2=O)cc1,-2,3.5
O=c1c2ccccc2on1-c1ccccc1,10,4.3
CC1Cc2[nH]c(=S)[nH]c(=O)c2C(C)O1 (stereo not drawn),-1,0.5
O=C1CC2c3cc(-c4cc5ccccc5o4)ccc3CCN2C(=O)CN1Cc1ccccc1 (stereo not drawn),-1,1.7
CCOC(=O)c1ccc(O)c(-n2cc3c(c2-c2ccccc2)c(=O)n(C)c(=O)n3C)c1,-2,2.5
Cc1cc(C)cc(Cn2cc(CN3CC(N4CCN(Cc5ccccc5F)CC4)CS3(=O)=O)nn2)c1 (stereo not drawn),-2,1.2
COC(=O)c1ccc2nc(-c3cccc(Cl)c3)c(CC3CCCCC3)n2c1,9,0.1
O=C(Cc1ccc(NC(=O)C2CCN(C(=O)C3CCCC3)CC2)cc1)Nc1cccc(C(=O)N2CCCC2)c1,-2,1.6
CCOC(=O)[C@]12CCCC=C1N(CCC1=CCCCC1)C(=O)[C@H](CC(=O)NCC1CCCCC1)C2,-5,2.4
Cc1cccc(C)c1-n1nnnc1C(c1ccnc2ccccc12)N1CCN(c2ccccc2F)CC1 (stereo not drawn),0,1.3

Next results follow:
SMILES | Wnt bcat act | phage Ecoli inh
C[C@@H]1CN([C@@H](C)CO)C(=O)CCCn2nncc2CO[C@H]1CN(C)S(=O)(=O)c1ccc2c(c1)OCCCO2 | -2 | 3.2
COC(=O)[C@@]12C[C@@H](CC(=O)NCc3ccc(C)o3)C(=O)N(Cc3cccc4ccccc34)C1=CCC(C)(C)C2 | -5 | 2.2
COCCNc1nc(Nc2ccc(F)cc2)c2sccc2n1 | -1 | 2.2
CCCc1c(-c2ccccc2F)ncn1Cc1ccccc1OC | 4 | 2.3
O=[N+]([O-])c1ccc2c([N+](=O)[O-])ccc3c2c1CC3 | -4 | 3.7
O=C(C(=O)N1CCN(c2ccccc2)CC1)c1cccc(Br)c1 | 0 | 3.6
C[C@@H]1CN([C@H](C)CO)C(=O)c2c(c3ccccc3n2C)-c2ccccc2CO[C@H]1CN(C)C(=O)CCC(F)(F)F | -1 | 3.1
COCCNC(=O)C1C(=O)Nc2ccccc2C(=O)N1c1ccc2c(c1)OCCO2 (stereo not drawn) | -3 | 0.6
Cc1cc2c(c(=O)o1)[C@@]1(C(=O)N(C)c3c(Br)cccc31)C1=C(CCCC1=O)O2 | 0 | 3.5
Cn1ccc2c(N3CCCCC3)cc3c(c21)C1CCC3O1 (stereo not drawn) | -4 | 5.0
S=C(Nc1ccccc1)Nc1ccccn1 | 0 | 1.4
C[C@@H]1CN([C@@H](C)CO)C(=O)CCCn2nncc2CO[C@H]1CN(C)S(=O)(=O)c1ccc2ccccc2c1 | -1 | -0.8
Cc1onc(-c2c(F)cccc2Cl)c1C(=O)Nc1cccc(S(=O)(=O)N2CCCCC2)c1 | 0 | 2.2
O=C(Nc1ccc2c(c1)OCCO2)C(c1ccnc2ccccc12)N1CCN(c2ccc(C(F)(F)F)cn2)CC1 (stereo not drawn) | -13 | -2.0
CC1C(=O)N(Cc2cn(CCC3OCCO3)nn2)CCS(=O)(=O)N1Cc1ccc(-c2ccc(F)nc2)cc1 (stereo not drawn) | -2 | 2.5
CC(=O)Oc1ccccc1Cn1c(C)c(C(=O)NCc2ccc(Cl)c(Cl)c2)sc1=O | 0 | 2.9
Nc1ccn([C@@H]2O[C@H](C(=O)N[C@H](Cc3ccccc3)C(=O)NCC(=O)N3CCOCC3)[C@@H](O)[C@H]2O)c(=O)n1 | 2 | 0.3
CC(C)CC1C(=O)N(Cc2cn(CCC3OCCCO3)nn2)CCS(=O)(=O)N1Cc1ccc(-c2ccc(Cl)c(Cl)c2)cc1 (stereo not drawn) | -2 | 1.6
CCNC(=O)C1CCCN(C(=O)c2ccc(F)c(Cl)c2)CC1 (stereo not drawn) | -6 | 1.2
OCCN1CCN(CCCN2c3ccccc3CCc3ccccc32)CC1 | -2 | -0.5
CCCCCCCCN1C(=O)[C@@H](CC(=O)NCc2cccc3ccccc23)C[C@@]2(C(=O)OC)C1=C[C@H](C(C)(C)C)O[C@@H]2C | -24 | 0.4
CN(C)C(=O)c1cnc(Cc2c[nH]c3ccccc23)c(I)c1 | 4 | 2.1
CCCCNC(=O)C1(C)CCC(=O)N1CCOc1ccccc1 (stereo not drawn) | -1 | 2.0
CCCCCC(=O)N1C[C@@H](O)[C@H](n2cc(C3CC3)nn2)C[C@@H]1c1ccc(OC)cc1 | -2 | 1.5
CCCCN(C)c1c(C)nc2ccc(C(=O)N3CCN(C(C)=O)CC3)cn12 | -2 | 2.3

The list continues.
SMILES | Wnt bcat act | phage Ecoli inh
O=C(NCc1cccnc1)c1cc(C2CCCCN2C(=O)c2ccccc2)on1 (stereo not drawn) | -1 | -1.1
O=C(Nc1ccccc1Cl)c1cc(C2CCCCN2C(=O)OCCF)on1 (stereo not drawn) | 0 | 3.3
COC(=O)[C@]12CCCCC=C1N(Cc1ccc3c(c1)OCO3)C(=O)[C@H](CC(=O)NCC1CCCCC1)C2 | -2 | -0.8
COc1ccccc1CNc1nc(NCc2cccs2)nc2ccsc12 | 0 | 2.8
S=C1Nc2ccccc2CS1 | -7 | 3.1
COC(=O)C1(C(=O)OC)CCCCN(S(=O)(=O)c2ccc(C)cc2)CCC1 | -2 | 1.4
CCNC(=O)C1(C)CCCN(C(=O)c2oc3ccccc3c2C)C1 (stereo not drawn) | -1 | 1.7
CN1/C(=C/C=C/c2n(C)c3cc([N+](=O)[O-])c([N+](=O)[O-])cc3[n+]2C)C(C)(C)c2ccccc21 | -2 | -2.6
CCN(CC)C(=O)Cn1cc(S(=O)(=O)CC(=O)Nc2cccc(NC(C)=O)c2)c2ccccc21 | -1 | 0.6
CCc1ccc(N(CC(=O)N2CCCC2)S(C)(=O)=O)cc1 | -2 | 1.8
OC(c1ccccc1)c1ncc(-c2ccc(Oc3ccccc3)cc2)[nH]1 (stereo not drawn) | 14 | 3.0
O=C(Nc1nnc([C@H]2C[C@H](O)[C@@H](CO)O2)s1)Nc1ccc(F)cc1F | 4 | 3.6
OCC[C@@H]1C[C@H](O)[C@@H](O)[C@@]2(OCCc3cc(C(F)(F)F)ccc32)O1 | -3 | 1.2
CCCN(C(=O)CCc1cn(CCC)c2ccccc12)c1ccc(Oc2cccnc2)cc1 | 6 | 0.9
Cc1ccc(S(=O)(=O)Nc2ccccc2C(C(=O)OC(C)(C)C)C(=O)OC(C)(C)C)cc1 | 0 | 0.6
NC(CCc1ccccc1)c1csc(NC(=O)Nc2cccc(Cl)c2)n1 (stereo not drawn) | -8 | 0.4
N#CC1C(=O)NC(=O)C(C#N)C12CCCC2 (stereo not drawn) | -1 | -1.1

Screening data from PubChem.
